From PubChem
All columns: NCI-60 one-dose screen, growth in % after 48 h at 10 µM unless noted; 100 = growth as untreated, 0 = no growth, -100 = all killed.
A498: A498 renal cancer cells. 76,000 tested, 5.4% active
U251: U251 CNS tumor cells; 80,000 tested, 5.4% active; AID 1794753
SF-268: SF-268 CNS cancer cells; 82,000 tested, 3.1% active
SF-539: SF-539 CNS cancer. 81,000 tested, 6.8% active
SNB-75: SNB-75 CNS cancer; AID 1794750; 79,000 tested, 5% active
SF-295: SF-295 CNS cancer cells. 79,000 tested, 5.6% active. AID 1794758
SNB-19: SNB-19 CNS cancer cells; 81,000 tested, 2.5% active
NCI-H23: NCI-H23 lung cancer; 80,000 tested, 4% active
CAKI-1: CAKI-1 renal cancer; 75,000 tested, 4.7% active
Active calls of the source: *; nt = no result given; & = joins results of further samples; [ ] = dose if it differs, or a comment. How the source made its calls: active means growth percent below 10; inactive means the rest.

Values run as follows: A498	U251	SF-268	SF-539	SNB-75	SF-295	SNB-19	NCI-H23	CAKI-1
1. Nc1nc(-c2ccncc2)nn1-c1nc2ccccc2s1
 : 110.7	95.6	99.1	99.9	96.6	105.9	95.2	99.1	95.4
2. Cc1cc(O)c(C2=NN(c3ccc(S(N)(=O)=O)cc3)C(/C=C/c3ccccc3)C2)cc1Cl (stereo not given)
 : 39.9	22.5	24.1	13.4	51.3	38.5	66.4	22.3	48.7
3. COc1cc(/C=C/C(=O)c2ccc(Cl)cc2)ccc1OS(=O)(=O)c1ccc(C)cc1
 : 86.3	83.7	101.8	111.4	105.1	94.2	98.5	99.3	82.5
4. COc1cccc(-c2nc3occn3c2-c2ccnc(S(C)(=O)=O)n2)c1
 : 81.9	106.2	97.7	103.7	123.1	92.6	93.4	105.1	98.9
5. O=C(O)CCC(=O)c1ccc2ccccc2c1
 : 110.3	108.5	91.2	100.9	83.8	106.6	107.3	101.0	104.5
6. CCCCCC1(C)NCCO1 (stereo not given)
 : 101.2	101.4	91.2	107.4	90.4	101.0	99.0	98.6	94.3
7. CCCCCC(C)c1ccc(O)c(C)c1 (stereo not given)
 : 81.9	106.9	98.3	103.4	92.1	95.5	nt	103.9	102.6
8. CN1CCN(c2cc(-c3ccncc3)c(-c3ccc4ccccc4c3)nn2)CC1
 : nt	96.1	94.2	96.5	88.5	96.2	89.7	96.8	78.9
9. O=C(NOC(=O)c1ccccc1)c1ccccc1
 : 94.6	104.7	101.2	102.2	107.6	112.2	109.1	106.7	86.5
10. COc1ccccc1C(=O)Nc1cccc(NC(=O)c2ccoc2C)c1
 : 47.1	21.9	48.2	27.2	19.3	29.8	30.4	47.5	40.6
11. CCCCCCCCCC(=O)N(CCCC)CCCC
 : 96.9	nt	115.3	98.5	65.1	96.0	99.6	101.8	93.7
12. O=C1NC(=O)/C(=C\c2cccc([N+](=O)[O-])c2)N1
 : 92.9	103.0	113.7	109.7	nt	101.6	128.0	70.8	nt
13. Cc1cnc(C2OCCO2)c2cccc([N+](=O)[O-])c12
 : 88.4	96.9	109.2	101.8	84.2	105.6	105.5	100.4	117.9
14. O=C(/C(=N/Nc1ccc([N+](=O)[O-])cc1)c1ccccc1)c1ccccc1
 : 60.8	72.2	78.5	96.1	45.5	94.4	92.0	84.9	89.3
15. COc1cc(/C=C2\C(=O)Nc3c(Cl)ccc(Cl)c32)cc(OC)c1OC
 : 98.7	101.0	99.2	nt	80.0	96.9	84.6	82.3	101.1
16. C/C(=C\c1ccccc1)C(=O)c1ccccc1
 : 96.0	95.3	109.5&106.9	108.2&105.3	100.7&90.5	98.7&95.1	96.8&101.4	112.0&100.4	102.4&92.8
17. CC1=CC(C)(C)NC(=S)N1c1ccc(N(C)C)cc1
 : nt	109.9	111.4	106.5	94.5	101.0	97.5	99.5	99.3
18. COc1ccc(N=Nc2c(N)nn3c(-c4ccc(OC)c(OC)c4)c4c(N)c(C#N)c(N)nc4nc23)cc1
 : 97.5	97.7	95.2	92.1	68.0	94.3	96.2	89.9	74.7
19. OCC(O)COc1ccc(Cl)cc1Cl (stereo not given)
 : 99.0	89.3	105.5	nt	85.8	97.5	93.3	105.3	96.0
20. COc1cccc(Cn2cc(C(=O)Nc3cccnc3Nc3ccc(OC)cc3OC)nn2)c1
 : 92.9	104.2	99.8	109.2	108.4	98.2	100.3	93.7	98.5
21. CN1CCC=C(C(=O)N2c3ccccc3Sc3ccc(Cl)cc32)C1
 : 101.0	89.5	94.3	89.8	29.6	95.3	92.3	95.6	77.7
22. COc1ccc(-c2nn(-c3cccc(Cl)c3)cc2C2C(C#N)=C(N)Oc3[nH]c(=O)[nH]c(=O)c32)cc1 (stereo not given)
 : 72.7	102.6	108.2	102.6	84.6	nt	93.4	92.5	80.2
23. CCCCCCCCCCCCSC1=C(Cl)C(=O)C(OC)=C(OC)C1=O
 : 77.4	26.0	46.1	41.5	44.9	38.3	71.8	43.7	70.8
24. N#Cc1c(-c2ccc(F)cc2)nc(SCc2ccc(F)cc2)[nH]c1=O
 : 103.5	66.6	75.3	54.7	76.4	74.3	81.7	87.3	75.9
25. CC(C)=NNc1nc2ccccc2s1
 : 119.8	94.8	99.9	101.6	93.5	101.8	103.3	94.7	nt
26. CCCCCCCCCCCCCCCCCC(=O)OCCCCCCC
 : nt	100.3	94.9	111.8	98.3	99.9	116.5	94.8	88.0
27. O=C(O)c1ccc(N2C(=O)c3ccccc3C2=O)cc1
 : 121.6	102.1	111.5	84.0	91.0	92.2	110.9	101.8	93.8
28. COc1ccc2c(N)ncc(C#Cc3cc(C(=O)Nc4ccc(CN5CCN(C)CC5)c(C(F)(F)F)c4)cnc3C)c2c1
 : 15.4	-92.2*	6.5*	-93.4*	-11.1*	63.0	-82.2*	-30.3*	39.9
29. Cc1ccccc1NC(=S)NN
 : 110.7	102.2	113.6	129.3	102.3	118.1	103.9	110.2	107.5
30. c1ccc(CCn2nnc3c(Nc4ccc(N5CCOCC5)nc4)ncnc32)cc1
 : 67.9	99.3	99.4	88.7	92.6	97.0	98.8	98.7	93.8

Limited to SNB-75, NCI-H23 and CAKI-1, for some of the entries so far:
cpd	structure	SNB-75	NCI-H23	CAKI-1
21	CN1CCC=C(C(=O)N2c3ccccc3Sc3ccc(Cl)cc32)C1	29.6	95.6	77.7
22	COc1ccc(-c2nn(-c3cccc(Cl)c3)cc2C2C(C#N)=C(N)Oc3[nH]c(=O)[nH]c(=O)c32)cc1 (stereo not given)	84.6	92.5	80.2

Further records.
Values run as follows: A498	U251	SF-268	SF-539	SNB-75	SF-295	SNB-19	NCI-H23	CAKI-1
31. Cc1ccc2ncccc2c1
 : 101.6	105.2	94.6	103.0	91.5	129.1	98.5	106.1	124.7
32. O=C(NC(=S)Nc1cccc(F)c1)c1cccc([N+](=O)[O-])c1
 : 89.2	99.0	109.5	93.1	88.8	90.7	91.3	95.1	93.9
33. CCCc1[nH]nc2c1C(c1ccco1)C(C#N)=C(N)O2 (stereo not given)
 : 54.6	93.1	97.1	85.5	87.9	93.1	96.4	100.4	96.8
34. CCOC(=O)C1=C(CSC(=S)N2CCCCC2)N(C)C(=O)NC1c1ccccc1 (stereo not given)
 : nt	79.2	87.4	108.2	97.0	87.7	88.1	92.2	83.1
35. COc1cccc(-c2nc3sccn3c2/C=C/C(=O)c2ccc(C(F)(F)F)cc2)c1
 : 52.7	83.2	89.2	96.6	81.7	106.0	79.7	95.0	84.7
36. N#C/C(=C\c1ccc2c(c1)OCO2)n1nnc2ccccc21
 : nt	13.0	22.9	-61.4*	-49.7*	-5.6*	19.8	10.9	17.7
37. CCN(CC)CCN(C(=O)/C=C/c1ccccc1)C1CCCCC1
 : nt	94.1	95.0	112.9	94.4	105.2	100.1	94.8	93.8
38. Cn1c(-c2ccccc2)c(C(C[N+](=O)[O-])c2ccco2)c2ccccc21 (stereo not given)
 : 79.1[9.25 µM]	92.3[9.25 µM]	83.5[9.25 µM]	95.6[9.25 µM]	71.2[9.25 µM]	95.8[9.25 µM]	82.4[9.25 µM]	75.3[9.25 µM]	61.8[9.25 µM]
39. CC(=O)NC(C)(NC(=O)CCl)C(=O)O (stereo not given)
 : 90.0	nt	113.1	100.6	72.2	99.9	105.8	95.2	89.6
40. Cc1nc(N)sc1-c1ccccc1
 : nt	110.2	101.1	104.7	84.7	91.7	111.6	101.0	94.6
41. CCOC(=O)c1c(CSc2ccccc2)n(C)c2cc(CN(C)C)c(O)c(CN(C)C)c12
 : 118.5	30.0	71.3	50.5	89.4	46.9	60.2	33.8	57.8
42. O=C1c2cccc(NCCN=Cc3cc([N+](=O)[O-])ccc3O)c2C(=O)c2c(NCCN=Cc3cc([N+](=O)[O-])ccc3O)cccc21
 : 80.9	44.5	40.0	70.8	65.9	73.0	50.4	75.0	56.7
43. COc1ccc(-c2nc3ccc(-c4nnc(SCC(=O)Nc5ccc(Cl)cc5)o4)cc3[nH]2)cc1
 : 98.5	103.6	108.0	89.6	109.1	102.8	113.6	100.6	88.3
44. O=C1CCCC(=O)C1C(=O)c1ccc(C(F)(F)F)cc1[N+](=O)[O-]
 : 120.3	99.6	101.4	98.3	87.7	95.5	98.8	95.5	88.1
45. O=C(OCCOCCO)c1ccccc1-c1c2cc(I)c(=O)c(I)c-2oc2c(I)c(O)c(I)cc12
 : 125.1	99.7	100.8	84.9	92.7	91.4	97.6	94.2	97.9
46. Cc1ccc(NC(=S)Nc2nccnc2OCc2ccccc2Cl)cc1
 : 115.2	95.9	104.1	100.6	75.1	99.3	106.2	82.2	83.6
47. CCOC(=O)c1cnnn1-c1cc(=O)[nH]c2ccccc12
 : 106.5	105.9	97.8	100.0	83.6	95.5	97.1	95.1	81.1
48. CCCCCCN(CCCCCC)c1ccc(/C=C2/SC(=O)N(c3nc(N4CCCC4)nc(N4CCCC4)n3)C2=O)c(C)c1
 : 60.9	53.9	73.2	114.3	83.3	56.7	84.4	47.2	82.5
49. COc1ccc(-c2nnc(SCC(=O)Nc3ccc(C(=O)/C=C/c4ccc(Cl)cc4)cc3)n2-c2ccccc2)cc1
 : 115.8	85.8	91.0	101.0	86.5	nt	99.6	91.1	nt
50. C#C[C@]1(O)CC[C@H]2[C@@H]3CC=C4c5sc(-c6ccc(Br)cc6)nc5CC[C@]4(C)[C@H]3CC[C@@]21C
 : 84.4	110.1	106.5	67.5	79.0	103.4	103.6	90.1	87.5
51. CCOC(=O)N1CN(C(=O)OCC)CN(C(=O)OCC)C1
 : 102.6	103.8	112.5	101.1	91.8	102.6	100.0	99.0	93.5
52. COc1ccc(/C=C(\c2cc(OC)c(OC)c(OC)c2)c2nnc(-c3ccccc3)o2)cc1
 : 68.4	85.9	92.1	92.5	65.6	77.6	83.5	78.6	51.0
53. O=C(O)c1ccccc1CO
 : 112.7	98.1	98.6	94.2	110.0	97.1	108.9	102.7	107.2
54. O=C1c2ccc(S(=O)(=O)O)cc2C(=O)c2ccc(S(=O)(=O)O)cc21
 : 82.1	97.6	97.0	96.8	94.0	106.0	105.0	105.4	94.7
55. Cc1ccc(OCCCCCCNCCO)c(C)c1
 : 35.3	3.9*	4.8*	-14.7*	31.1	nt	14.5	19.8	-8.9*
56. NC(=O)c1ccc(-c2nc(CSc3nc4ccccc4s3)no2)cc1
 : 119.9	101.4	98.8	103.1	98.7	96.8	111.6	100.4	88.3
57. CCOC(=O)C1=C(N)N(c2ccccc2)C2=C(C(=O)CC(C)(C)C2)C1c1ccccc1OC (stereo not given)
 : 98.7	110.8	114.0	92.6	94.0	89.2	92.2	98.3	97.2
58. CCCCCCCCSC1=CC(=O)C(OC)=C(OC)C1=O
 : 65.5	42.5	43.6	nt	75.7	74.1	79.3	26.6	-45.6*
59. COc1cc(C=NNC(=O)c2ccc3nc(-c4c(C)nn(-c5ccccc5)c4N4CCOCC4)[nH]c3c2)ccc1O
 : 106.6	116.2	95.1	103.3	95.7	106.8	104.9	111.4	94.6
60. CC1CN(CC(=O)Nc2cccc(Cl)c2)CC(C)O1 (stereo not given)
 : 99.9	95.4	101.9	112.8	108.0	103.3	95.8	99.5	nt

Quoted from above, entries 54–59
Values run as follows: A498	U251	SF-268	SF-539	SNB-75	SF-295	SNB-19	NCI-H23	CAKI-1
54. O=C1c2ccc(S(=O)(=O)O)cc2C(=O)c2ccc(S(=O)(=O)O)cc21
 : 82.1	97.6	97.0	96.8	94.0	106.0	105.0	105.4	94.7
55. Cc1ccc(OCCCCCCNCCO)c(C)c1
 : 35.3	3.9*	4.8*	-14.7*	31.1	nt	14.5	19.8	-8.9*
56. NC(=O)c1ccc(-c2nc(CSc3nc4ccccc4s3)no2)cc1
 : 119.9	101.4	98.8	103.1	98.7	96.8	111.6	100.4	88.3
57. CCOC(=O)C1=C(N)N(c2ccccc2)C2=C(C(=O)CC(C)(C)C2)C1c1ccccc1OC (stereo not given)
 : 98.7	110.8	114.0	92.6	94.0	89.2	92.2	98.3	97.2
58. CCCCCCCCSC1=CC(=O)C(OC)=C(OC)C1=O
 : 65.5	42.5	43.6	nt	75.7	74.1	79.3	26.6	-45.6*
59. COc1cc(C=NNC(=O)c2ccc3nc(-c4c(C)nn(-c5ccccc5)c4N4CCOCC4)[nH]c3c2)ccc1O
 : 106.6	116.2	95.1	103.3	95.7	106.8	104.9	111.4	94.6

Remaining list, next part:
Values run as follows: A498	U251	SF-268	SF-539	SNB-75	SF-295	SNB-19	NCI-H23	CAKI-1
61. Brc1ccc2[nH]cc(-c3nc(-c4c[nH]c5ncccc45)cs3)c2c1
 : 43.6	27.7	59.0	50.9	37.3	5.5*	68.8	47.0	7.5*
62. Cc1ccc(-c2ccn(C3=C(c4cccs4)NC(=S)NC3C)c(=O)n2)o1 (stereo not given)
 : 130.8	99.1	97.5	99.7	109.3	96.2	103.3	99.0	102.8
63. COc1ccc(-c2cc(-c3ccccc3)nc3nc(NC(C)=O)nn23)cc1
 : 107.9	97.3	108.0	96.1	98.2	100.9	105.4	104.1	86.8
64. CC(=O)CC(=O)Nc1c(C#N)nnn1-c1ccc(S(N)(=O)=O)cc1
 : 98.2	87.4	96.0	97.4	78.4	96.9	99.1	90.2	nt
65. Cc1c(-c2ccc3c(c2)OCCO3)cccc1-c1nnc([C@H](N)CO)o1
 : 100.7	97.3	99.9	98.5	98.1	96.3	97.4	101.6	93.5
66. Cc1ccc2oc(=O)cc(COc3ccc(N=Cc4ccccn4)cc3)c2c1
 : 98.3	106.8	93.4	101.9	96.8	94.5	102.3	97.0	105.2
67. COC(=O)Cc1ccccn1
 : nt	103.9	109.1	96.9	97.4	113.5	99.8	106.2	nt
68. c1ccc2sc(SSN3CC4CCC(CC4)C3)nc2c1
 : 142.4	105.6	122.1	94.9	85.8	107.7	105.1	107.3	103.7
69. NS(=O)(=O)c1ccc(CCn2c(SCC(=O)N/N=C/c3cc4ccccc4[nH]3)nc3ccccc3c2=O)cc1
 : 101.5	30.6	89.2	82.8	80.0	90.9	58.6	58.8	82.5
70. NC(=O)/C=C\C(N)=O
 : 92.6	105.6	97.7	97.7	99.9	123.9	109.7	105.9	96.0
